Hck Nef HTS – inhibitors of human Hck kinase activated by Nef | P08631 | Recombinant Hck-YEEI plus Nef, Z-Lyte FRET kinase assay | inhibition, % at 20 µM | 220,000 compounds, 0.68% hits | AID 463187;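 active = Hck-Nef kinase inhibition above about 50%, limit read from the data; inactive = inhibition below that limit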;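 also: 0% = DMSO with Hck plus Nef and 100% = Hck alone without Nef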
Target sequence (P08631 whole entry, looked up): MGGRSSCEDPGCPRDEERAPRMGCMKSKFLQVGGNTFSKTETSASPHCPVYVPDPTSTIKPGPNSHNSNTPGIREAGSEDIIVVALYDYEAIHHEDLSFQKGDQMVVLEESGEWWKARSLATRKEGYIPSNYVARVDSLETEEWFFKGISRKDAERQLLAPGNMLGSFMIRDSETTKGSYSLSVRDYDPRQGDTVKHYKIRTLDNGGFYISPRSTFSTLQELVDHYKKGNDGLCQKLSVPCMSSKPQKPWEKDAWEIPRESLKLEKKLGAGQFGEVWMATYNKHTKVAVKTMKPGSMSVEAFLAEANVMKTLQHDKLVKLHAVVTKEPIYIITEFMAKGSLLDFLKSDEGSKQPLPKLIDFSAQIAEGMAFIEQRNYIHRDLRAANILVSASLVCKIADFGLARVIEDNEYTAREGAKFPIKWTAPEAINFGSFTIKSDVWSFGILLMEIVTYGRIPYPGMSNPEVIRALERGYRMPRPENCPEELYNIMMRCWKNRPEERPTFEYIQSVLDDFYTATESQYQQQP
NPY-Y1 antag – blocks the human neuropeptide Y Y1 receptor; P25929; 200,000 compounds, 1% hits; HEK293-CNG Y1 cells, membrane potential fluorescence; NPY at EC95, then isoproterenol; AID 1040; inhibition, % at 3.6 µM;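 active = inhibition above the campaign mean inhibition of all tested compounds plus 3 SD, cut at about 20% in these data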;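 also: 0% = DMSO wells given NPY plus isoproterenol and 100% = isoproterenol alone without NPY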
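Assay system: HEK293 Y1/CNG channel cell line; Doses: single compound dose of 3.6 µM, 0.4% DMSO; Timing: dye 3 h, compound 60 min room temperature, stimulation 45 min; Technique: Membrane-potential fluorescent dye readout; Measure: % inhibition of NPY effect.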
Runt-SMMHC FRET – Runt domain-CBFb-SMMHC interaction inhibition; inhibition, % at 20 µM; Q01196+Q13951; 220,000 compounds, 0.74% hits; Cerulean-Runt/Venus-CBFb-SMMHC FRET ratio 530/480, 1 h; AID 1434;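 active = mean inhibition across duplicate retests at 20 µM reaching about 50%, limit read from the data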;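 also: 0% = DMSO wells and 100% = wells with excess untagged CBFb-SMMHC; inhibitors lower the FRET ratio by blocking Runt binding to CBFb-SMMHC; some results filed as inactive read as strong as hits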
p97 inhibitor – human p97 ATPase inhibition. 220,000 compounds, 0.42% hits. P55072. AID 1481. inhibition, % at 8 µM. recombinant p97 ATPase, Kinase-Glo ATP luminescence, 3 h; in the data active = inhibition above about 15%;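 also: 0% = DMSO vehicle and 100% = wells lacking enzyme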
NPY2 pot ag – potentiates or activates human NPY-Y2 receptor; cells expressing NPY-Y2, potentiator/agonist read-out; activation, % at 3.6 µM; 220,000 compounds, 0.45% hits; in the data active = activation above about 27%;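 also: cells stimulated with NPY near EC25 plus isoproterenol at EC100; 0% = vehicle plus submaximal agonist and 100% = vehicle plus saturating agonist; some results beyond the cut were filed as inactive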
RBBP9 inhibitor – human RBBP9 hydrolase inhibition; recombinant RBBP9, FP-Rh probe fluorescence polarization; inhibition, % at 7.94 µM; 220,000 compounds, 0.2% hits; AID 1515;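 active = inhibition above the campaign mean of all tested compounds plus 3 SD, cut at about 14% in these data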;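 also: plate controls were DMSO wells with RBBP9 for no effect and wells lacking RBBP9 protein for full effect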
Target sequence (O75884 whole entry, looked up): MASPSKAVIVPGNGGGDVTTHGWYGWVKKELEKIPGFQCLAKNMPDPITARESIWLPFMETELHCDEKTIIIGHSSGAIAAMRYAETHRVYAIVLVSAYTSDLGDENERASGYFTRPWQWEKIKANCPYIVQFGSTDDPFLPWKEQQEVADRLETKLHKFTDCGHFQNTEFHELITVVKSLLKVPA
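Controls: DMSO-treated enzyme wells and wells lacking RBBP9 | Material: RBBP9 protein | Technique: Fluorescence polarization | Replication: Single well per compound, no replicates | Buffer or medium: Tris-NaCl-Pluronic buffer, pH 8.0 | Timing: 30 min compound preincubation, 45 min probe labeling, 25 °C | Read-out basis: Percent inhibition from mP, scaled between DMSO and no-protein wells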
NPY-Y1 PAM-ag – potentiates or activates human NPY-Y1 receptor; 220,000 compounds, 0.37% hits; AID 1304; P25929; activation, % at 3.6 µM; NPY-Y1 expressing cells, potentiator/agonist activation; in the data active = activation above about 33%, passing the limit was not always enough;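 also: cells stimulated with NPY at EC10 then isoproterenol at EC100; 0% = low agonist plus stimulus and 100% = saturating agonist plus stimulus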
Mdm2 ligase inh – Mdm2 E3 ligase (human) inhibition | 210,000 compounds, 0.11% hits | signal enhancement, % at 5 µM | cell-based MDM2 ubiquitination luciferase reporter, 2 h; 0 = plate control, 100 = twice control, blank-subtracted;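 active = signal enhancement of 30% or more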;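 also: luminescence tracks abundance of the self-degrading MDM2-luciferase fusion protein; higher signal means inhibition of MDM2 E3 ligase activity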
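Material: stable MDM2–luciferase fusion reporter cells / Quantity: 2000 cells/well / Dosing: single 5 µM compound dose, 0.2% final DMSO / Buffer or medium: DMEM / Schedule: 4 h cell settling then 2 h compound exposure, 37 °C / Detection: luminescence with SteadyLite reagent, 15 min at room temperature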
Runt-CBFb FRET – blocks binding of human RUNX1 Runt domain to CBFb | 220,000 compounds, 0.46% hits | Q01196+Q13951 | Cerulean-Runt/Venus-CBFb FRET ratio 530/480, 1 h | inhibition, % at 20 µM;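 active = inhibition over about 50% at 20 µM in the single-dose screen, limit read from the data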;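 also: 0% = DMSO wells and 100% = excess unlabeled CBFb competitor control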
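Reagent – Venus-CBFb binding partner, 100 nM · Assay system – Cerulean-tagged RUNX1 Runt domain (FRET donor) fusion protein · Input – 100 nM per protein · Incubation – two 1 h room-temperature incubations shielded from light · Measured by – FRET fluorescence · Medium – Tris buffer pH 7.5 with salts and BSA · Benchmarks – unlabeled CBFb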
Active calls of the source: *; · = no result given. This is a random part of the collection. About 3.5% of those tested had a hit in this group.

A first look, two compounds:
#1 O=C(NC(Cc1ccccc1)C(=O)NCc1ccccn1)c1ccco1 (centres undefined)
#2 Cc1ccc(CNC(=O)CCS(=O)(=O)c2ccc(Br)s2)cc1

Compound	1	2
Hck Nef HTS	1	2
NPY-Y1 antag	4	6
Runt-SMMHC FRET	0	-5
p97 inhibitor	5	1
NPY2 pot ag	-2	4
RBBP9 inhibitor	-4	-4
NPY-Y1 PAM-ag	11	-2
Mdm2 ligase inh	5	-15
Runt-CBFb FRET	0	4

Results, repeating the preview:
#1 O=C(NC(Cc1ccccc1)C(=O)NCc1ccccn1)c1ccco1 (centres undefined)
#2 Cc1ccc(CNC(=O)CCS(=O)(=O)c2ccc(Br)s2)cc1
#3 Cc1ccc(NC(=O)c2cc([N+](=O)[O-])ccc2Cl)c(O)c1
#4 O=C(CSc1nc(C2CC2)nc2ccccc12)Nc1ccc2c(c1)OCCO2
#5 CC(C)(C)c1ccc(NC(=O)COC(=O)CCc2nc3ccccc3c(=O)[nH]2)cc1
#6 COc1ccc(NC(=O)COc2ccccc2)c(OC)c1
#7 CCC(=O)Nc1sc(C(=O)Nc2ccccc2)c(C)c1C(=O)OC
#8 COc1ccc(-c2cc(-c3ccc(Br)cc3)nc3ncnn23)cc1OC

Compound	1	2	3	4	5	6	7	8
Hck Nef HTS	1	2	-1	1	9	1	15	8
NPY-Y1 antag	4	6	2	6	0	3	8	7
Runt-SMMHC FRET	0	-5	-3	0	-3	-5	-6	4
p97 inhibitor	5	1	3	6	2	3	-2	-5
NPY2 pot ag	-2	4	3	2	7	-15	-13	-11
RBBP9 inhibitor	-4	-4	-4	-3	0	-4	-5	2
NPY-Y1 PAM-ag	11	-2	1	-1	-10	-17	2	-3
Mdm2 ligase inh	5	-15	-38	-13	6	-15	-10	-10
Runt-CBFb FRET	0	4	-1	1	-3	0	-1	3

#9 Cn1c(=O)c2c(ncn2CC(=O)N/N=C/c2ccc(Br)s2)n(C)c1=O
#10 CCOc1cc(/C=N/O)cc(Cl)c1OC
#11 Cc1ccc(Cl)cc1NC(=O)COC(=O)CC1CC2CCC1C2 (centres undefined)
#12 COc1ccccc1NC(=O)CSC1=NC(=O)C(NC(C)=O)C(=O)N1 (centres undefined)
#13 CCCCOC(=O)Nc1ccccc1C(=O)OC
#14 O=C1CCN(CCc2ccccc2)CCN1[C@H](CSc1ccc(Br)cc1)Cc1ccccc1
#15 Cc1ccc(-n2[nH]c(C)c(/C=N/NC(=O)c3cccc([N+](=O)[O-])c3)c2=O)cc1C
#16 O=C1CC(N(Cc2cccs2)C(=O)Nc2ccccc2)C(=O)N1c1ccc(Cl)cc1 (centres undefined)

Compound	9	10	11	12	13	14	15	16
Hck Nef HTS	3	4	1	-2	1	28	2	2
NPY-Y1 antag	-1	6	4	1	2	·	-2	-10
Runt-SMMHC FRET	4	-4	0	4	0	0	0	-3
p97 inhibitor	3	6	-2	5	1	·	-14	4
NPY2 pot ag	11	4	3	11	4	·	9	18
RBBP9 inhibitor	-7	-4	-5	-8	-5	·	-4	-6
NPY-Y1 PAM-ag	3	7	3	-12	29	·	-8	14
Mdm2 ligase inh	-5	-1	-5	8	2	12	-44	-12
Runt-CBFb FRET	1	-2	-1	1	-2	-2	1	-1

#17 C/C(=N\NC(=O)CSCc1ccc([N+](=O)[O-])cc1)c1ccccc1O
#18 CCN(CC)S(=O)(=O)c1ccc(N2CCCCC2)c(NC(=O)/C=C/c2ccc(OC)c(OC)c2)c1
#19 CCn1ncc(C2=NOC(C(=O)Nc3ccccc3C(=O)OC)C2)c1C (centres undefined)
#20 O=C(NC1=C(Nc2ccc(Cl)cc2)C(=O)c2ccccc2C1=O)c1ccccc1
#21 O=C(Cc1ccc([N+](=O)[O-])cc1)Nc1nccs1
#22 O=C(CN1C(=O)C(=O)N(C2CCCC2)C1=O)Nc1ccc(N2CCOCC2)cc1
#23 CCCOc1ccc(C(=O)Nn2c(C)nc3ccccc3c2=O)cc1
#24 CN(CC(=O)Nc1ccc(S(=O)(=O)N2CCCC2)cc1)Cc1ccc(Cl)cc1

Compound	17	18	19	20	21	22	23	24
Hck Nef HTS	-3	-1	-7	5	15	21	4	4
NPY-Y1 antag	2	5	9	2	·	9	12	-4
Runt-SMMHC FRET	0	1	0	-4	-5	-3	-11	-37
p97 inhibitor	-3	2	-3	3	7	2	5	0
NPY2 pot ag	-8	-21	0	4	11	-1	-6	5
RBBP9 inhibitor	-4	-13	-8	-2	-3	1	-3	-2
NPY-Y1 PAM-ag	14	-33	-11	-9	-16	-14	-2	3
Mdm2 ligase inh	-27	-12	-4	-4	-2	9	-3	-10
Runt-CBFb FRET	0	-6	1	-3	8	-1	-1	-4

#25 COc1ccc(CCNC(=O)c2csc3c2CCCC3)cc1
#26 C/C(=N/NS(=O)(=O)c1ccc(C)cc1)c1ccc(NC(=O)C(F)(F)F)cc1
#27 COc1cc(/C=N/n2c(=S)[nH]nc(C)c2=O)cc([N+](=O)[O-])c1O
#28 COc1ccccc1NC(=O)Cc1coc2cc(C)ccc12
#29 Cc1cccc2cc(CN(Cc3ccc(F)cc3)Cc3nnnn3C3CCCC3)c(=O)[nH]c12
#30 COc1ccccc1CNC(=O)C1CCN(C(=O)N(C)C)CC1
#31 Cc1ccc(S(=O)(=O)NC(=O)c2ccc(-c3ccc(C)c4ccccc34)o2)cc1
#32 Cc1ccc(NC(=O)c2sc(N)nc2-c2ccc([N+](=O)[O-])cc2)cc1C

Compound	25	26	27	28	29	30	31	32
Hck Nef HTS	13	5	-23	4	0	3	14	3
NPY-Y1 antag	-3	-1	3	-2	5	4	-2	·
Runt-SMMHC FRET	-1	4	0	-1	1	-6	7	0
p97 inhibitor	2	5	-1	2	-3	-2	7	0
NPY2 pot ag	-7	9	-19	-2	-3	-10	10	16
RBBP9 inhibitor	-9	-8	-8	1	-6	-14	-12	-1
NPY-Y1 PAM-ag	18	2	-14	-5	-25	-15	-14	18
Mdm2 ligase inh	-6	2	-7	-1	-2	-15	·	-19
Runt-CBFb FRET	1	-2	-1	0	-8	-1	31	-1

#33 C=CCn1c(SCC(=O)Nc2ccccc2OC)nc(O)c(CC)c1=O
#34 Fc1ccc(COc2cccc(CNCc3ccncc3)c2)cc1
#35 Cc1cc(C(C)c2ccccc2)c(O)c(CN2CCOCC2)c1C (centres undefined)
#36 CCc1nnc(NC(=O)CSc2nnc(-c3ccccc3OC)n2-c2ccc(C)cc2)s1
#37 COc1ccc(CNC(=O)COC(=O)/C=C/c2ccc(S(=O)(=O)N3CCOCC3)cc2)cc1
#38 CCOC(=O)c1c[nH]c2c(Cl)c(Cl)ccc2c1=O
#39 O=c1c2ccccc2sn1-c1ccc(S(=O)(=O)N2CCCC2)cc1
#40 CN(C)c1ccc2nsnc2c1[N+](=O)[O-]

Compound	33	34	35	36	37	38	39	40
Hck Nef HTS	-1	20	2	3	2	2	0	4
NPY-Y1 antag	0	3	9	0	-4	-2	1	·
Runt-SMMHC FRET	3	1	-7	3	0	2	13	-1
p97 inhibitor	5	-1	0	-1	0	3	2	4
NPY2 pot ag	18	9	9	5	5	-23	-6	10
RBBP9 inhibitor	-9	6	-7	-9	-3	6	-10	-9
NPY-Y1 PAM-ag	1	-21	7	17	6	-4	0	-11
Mdm2 ligase inh	-35	-26	-10	-13	-18	-24	-15	-13
Runt-CBFb FRET	-1	0	-2	-3	0	0	-3	-1

Single entries from the list:
For Mdm2 ligase inh, compound 35 has the entry -10
For NPY-Y1 PAM-ag, compound 40 has the entry -11

Other structures follow:
#41 CN(C)CCCNC(=S)NCc1ccc(Cl)cc1
#42 O=C(COC(=O)c1cn(-c2ccccc2)nc1-c1ccccc1)c1ccc([N+](=O)[O-])cc1
#43 CCc1cccc(C)c1NC(=S)N(CCOC)C(C)c1ccco1 (centres undefined)
#44 CC(=O)c1cccc(N2C(=O)C3C4CCC(C4=C(C)C)C3C2=O)c1 (centres undefined)
#45 Cc1ccc(/C=N/c2sc3c(c2C#N)CCC3)s1
#46 O=C(NCC1CCCO1)C(=O)NCC(c1ccco1)N1CCN(c2ccccc2)CC1 (centres undefined)
#47 COc1ccc(CC(=O)OCc2cc3cccc(C)c3[nH]c2=O)cc1

Compound	41	42	43	44	45	46	47
Hck Nef HTS	2	1	20	5	7	3	2
NPY-Y1 antag	3	1	·	7	-4	-1	10
Runt-SMMHC FRET	2	-2	-2	-4	32	1	-1
p97 inhibitor	2	12	-3	2	3	-3	6
NPY2 pot ag	-3	15	0	7	7	-6	-8
RBBP9 inhibitor	-8	-4	-2	-2	-4	0	-2
NPY-Y1 PAM-ag	9	20	0	-20	-1	-2	-44
Mdm2 ligase inh	-7	1	·	-4	-41	-8	-6
Runt-CBFb FRET	-1	1	0	-3	20	-1	-1

Single records, as listed above. Order of screens: Hck Nef HTS	NPY-Y1 antag	Runt-SMMHC FRET	p97 inhibitor	NPY2 pot ag	RBBP9 inhibitor	NPY-Y1 PAM-ag	Mdm2 ligase inh	Runt-CBFb FRET
Profile of CCc1cccc(C)c1NC(=S)N(CCOC)C(C)c1ccco1 (centres undefined) = 20	·	-2	-3	0	-2	0	·	0
Profile of Cc1ccc(/C=N/c2sc3c(c2C#N)CCC3)s1 = 7	-4	32	3	7	-4	-1	-41	20
Profile of CN(C)CCCNC(=S)NCc1ccc(Cl)cc1 = 2	3	2	2	-3	-8	9	-7	-1
Profile of O=C(NCC1CCCO1)C(=O)NCC(c1ccco1)N1CCN(c2ccccc2)CC1 (centres undefined) = 3	-1	1	-3	-6	0	-2	-8	-1

Bioassay records: PubChem, several laboratories
